RORg inh – blocks mouse ROR gamma transcriptional activity; Drosophila S2 Gal4-RORgamma UAS-luciferase reporter, 20 h; Potency, µM (doses to about 53.6 µM), for the others: at the top dose activity change, negative = inhibition, usual class: inhibitors; 310,000 compounds, 5.4% hits; AID 2551; also: potency is read from the fitted curve at half-maximal effect; % is scaled to controls: 0 for no effect and ±100 for the full control effect; nearly all actives have a fitted effect of over 60% in size
Target sequence (P51450 whole entry, looked up, the tested form may be a part): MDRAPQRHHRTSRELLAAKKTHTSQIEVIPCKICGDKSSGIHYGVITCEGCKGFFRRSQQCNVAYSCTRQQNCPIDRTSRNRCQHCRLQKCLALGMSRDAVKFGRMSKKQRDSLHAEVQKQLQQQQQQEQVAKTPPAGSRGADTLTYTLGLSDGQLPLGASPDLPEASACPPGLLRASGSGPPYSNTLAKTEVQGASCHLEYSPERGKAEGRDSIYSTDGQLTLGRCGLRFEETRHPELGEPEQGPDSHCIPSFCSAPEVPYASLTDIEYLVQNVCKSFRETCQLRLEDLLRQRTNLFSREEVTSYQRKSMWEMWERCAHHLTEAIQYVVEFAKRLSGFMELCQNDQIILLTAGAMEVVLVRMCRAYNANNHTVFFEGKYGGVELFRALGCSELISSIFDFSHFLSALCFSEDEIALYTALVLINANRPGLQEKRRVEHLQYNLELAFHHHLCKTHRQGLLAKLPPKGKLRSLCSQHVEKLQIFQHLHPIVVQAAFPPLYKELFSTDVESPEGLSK
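Luminescence from a UAS-regulated Photinus luciferase reporter in stably transfected Drosophila Schneider cells is measured; decreased signal marks ROR gamma inhibition. Fusion expression is induced by 700 uM copper sulfate for 20 hr.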
PKM2 act – PKM2 (human) enzyme activation; purified PKM2, Kinase-Glo ATP luminescence, activation; response scale: 0% is enzyme alone, no compound; Potency, µM (titrated, usually from 57.5 µM), for inactives: top-dose activation, usual class: activators; 260,000 compounds, 0.34% hits; P14618; also: potency is read from the fitted curve at half-maximal effect; % is scaled to controls: 0 for no effect and ±100 for the full control effect; nearly all actives have a fitted effect of over 55% in size
Target sequence (P14618 whole entry, looked up): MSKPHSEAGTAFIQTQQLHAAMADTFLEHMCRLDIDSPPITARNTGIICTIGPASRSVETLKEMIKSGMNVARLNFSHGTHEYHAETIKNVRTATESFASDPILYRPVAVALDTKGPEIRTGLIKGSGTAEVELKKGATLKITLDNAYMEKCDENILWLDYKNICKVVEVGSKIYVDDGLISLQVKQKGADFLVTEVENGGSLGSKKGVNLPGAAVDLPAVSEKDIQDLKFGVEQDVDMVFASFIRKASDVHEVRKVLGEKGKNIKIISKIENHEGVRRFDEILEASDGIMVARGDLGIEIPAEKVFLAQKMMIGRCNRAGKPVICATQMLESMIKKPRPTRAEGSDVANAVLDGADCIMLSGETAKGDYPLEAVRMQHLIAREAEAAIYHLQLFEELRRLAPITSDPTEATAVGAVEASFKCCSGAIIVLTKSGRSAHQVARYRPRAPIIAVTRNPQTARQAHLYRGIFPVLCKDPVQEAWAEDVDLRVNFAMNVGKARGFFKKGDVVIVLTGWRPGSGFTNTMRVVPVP
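Purified hPK-M2 (>95%) run at intermediate activity with 0.1 mM ADP and 0.5 mM PEP in 50 mM imidazole pH 7.2, KCl, MgCl2; 1 h room temperature. ATP formed read by Kinase-Glo luminescence; normalized to uninhibited and no-enzyme controls.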
ELG1 genotoxic – induces genotoxicity in HEK293T cells with luciferase-tagged ELG1 | HEK293T ELG1-luciferase reporter, luminescence, 16 h | Potency, µM (highest dose often 46 µM), inactives show top-dose activity change, positive = activation, hits mostly activators | 330,000 compounds, 1.3% hits | AID 504466; also: potency is read from the fitted curve at half-maximal effect; % of control where 0% means no effect; nearly all actives have a fitted effect of over 60% in size
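DMSO vehicle served as control against compound-treated ELG1-luciferase HEK293T cells; exposure lasted 16 hr at 37 °C and 5% CO2, followed by ONE-Glo luminescence detection after 30 min.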
BRCA1 expr up – activators of BRCA1 expression; MCF7-BRCA1-FFLuc reporter, luminescence, 48 h; response scale: scaled: vehicle 0%, 10 µM genistein 100%; 380,000 compounds, 1.1% hits; Potency, µM (top dose mostly 46.1 µM), for inactives: top-dose activation, hits mostly activators; also: potency is read from the fitted curve at half-maximal effect; nearly all actives have a fitted effect of over 80% in size; some results filed as inactive show a strong effect at the top dose
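MCF7-BRCA1-FFLuc, 2000 cells/well; 2 h attach, 37 °C/5% CO2; compound 48 h; luciferase substrate 15 min; luminescence end-point. Norm. to genistein 10 microM max activation and DMSO; concentration-response curves fitted.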
Menin-MLL TR inh – displaces Texas Red mutant MLL peptide from human menin; O00255; Menin + Texas Red MLL mutant peptide, fluorescence polarization; Potency, µM (titrated, usually from 61.6 µM), for the others: at the top dose FP activity change, negative = inhibition, hits mostly inhibitors; 270,000 compounds, 0.23% hits; active = well fitted inhibition curve with a large enough effect in the polarisation, with a control signal flat, not every such curve was filed as active; inconclusive = small, poorly fitted or top-dose-only effect, or effect the other way, or a change in a side signal; inactive = no such curve, though single readings can be large or run the other way; the % refers to the polarisation; also: potency is read from the fitted curve at half-maximal effect; % of control where 0% means no effect; many of its hits are not listed in these tables
VP16 counter – inhibits Gal4-VP16 luciferase reporter, ROR gamma counter-screen; Drosophila S2 Gal4-VP16 UAS-luciferase, luminescence, 20 h; Potency, µM (highest dose often 53.6 µM), inactives show at the highest dose activity, negative = inhibition, hits mostly inhibitors; 310,000 compounds, 3.5% hits;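 also: Gal4-VP16 expression switched on by copper sulfate through the metallothionein promoter; potency is read from the fitted curve at half-maximal effect; % is scaled to controls: 0 for no effect and ±100 for the full control effect; nearly all actives have a fitted effect of over 50% in size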
NPC1 prom act – NPC1 promoter activation; Huh7 NPC1 promoter luciferase reporter, 24 h; Potency, µM (highest dose often 9.22 µM), for the others: at the highest dose activation, actives largely listed as activators; 320,000 compounds, 2.4% hits;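 also: potency is read from the fitted curve at half-maximal effect; % of control where 0% means no effect; nearly all actives have a fitted effect of over 60% in size; reporter is driven by a mutant NPC1 promoter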
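Stably transfected Huh7 (NPC1 promoter→luciferase), 1500 cells/well in Opti-MEM + 10% FBS, 2 h settle, then compound 24 h at 37 °C. Luminescence after 10 min with Amplite reagent.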
p53 reactivator – re-activators of mutant p53. H1299 p53-A138V BP100-luciferase reporter, luminescence, 24 h. Potency, µM (highest dose often 92.2 µM), inactives show top-dose activity change, positive = activation, usual class: activators. 320,000 compounds, 0.063% hits. AID 504706; also: potency is read from the fitted curve at half-maximal effect; % of control where 0% means no effect; nearly all actives have a fitted effect of over 45% in size
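H1299 (p53-null), stable ts p53-A138V + BP100-Luc; 1000 cells/well, Opti-MEM/10% FBS; cpd 4 pt, 1:5; 24 h, 37 deg C, 5% CO2; detection reagent 10 min RT; luminescence.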
Giardia kill – kills Giardia lamblia; Giardia lamblia trophozoite viability; activity change, % at 7.66 µM, hits read low; 340,000 compounds, 0.15% hits; in the data active = activity change below about -80%; inconclusive = between about -30% and that limit;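 also: parasites exposed to compound for two days anaerobically before the ATP read; % is scaled to controls: 0 for no effect and ±100 for the full control effect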
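Luminescent ATP signal served as the viability read-out, measured 15-30 min after adding ATP detection reagent to trophozoites that had been incubated with compounds for 48 hrs at 37 deg C anaerobically at 100 cells/well.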
FLuc modulator – counter-screen for miR-21 project: firefly luciferase inhibitors or activators; 360,000 compounds, 6.9% hits; Potency, µM (series often up to 57.5 µM), for inactives: at the top dose activity change, negative = inhibition, most hits filed as inhibitors; purified FLuc, Km substrates, luminescence inhibition; AID 588342; P08659;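 also: potency is read from the fitted curve at half-maximal effect; plate controls were vehicle for no effect and reference inhibitor for full effect; nearly all actives have a fitted effect of over 55% in size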
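Purified P. pyralis luciferase, 10 nM final, with Km-level 10 uM D-luciferin and 10 uM ATP in 50 mM Tris acetate pH 7.5, 10 mM Mg acetate, 0.01% Tween-20, 0.05% BSA; 6-point qHTS titration about 60 µM downward; luminescence read.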
Rab9 promoter act – Rab9 promoter activation; Huh7 Rab9 promoter-luciferase reporter, luminescence, 24 h; Potency, µM (doses to about 9.22 µM), for the others: at the top dose activation, negative = inhibition, actives largely listed as activators; 320,000 compounds, 2.8% hits; AID 485297; also: potency is read from the fitted curve at half-maximal effect; % of control where 0% means no effect; nearly all actives have a fitted effect of over 60% in size
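Luminescence from Amplite-detected luciferase (10 minutes, ambient) reports Rab9 promoter activation. Before that, stable Rab9-luciferase Huh7 cells (1500/well, reduced-serum OP-MEM I plus 10% FBS) were exposed to compound for 24 hours at 37C.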
Numbers without * were called inactive; ? = inconclusive; . = no result given; [ ] = remark or other dose. Unless noted, calls follow the shape of the dose curve; as a rule, active = well fitted curve in the direction sought with a large enough effect; inconclusive = small, poorly fitted or top-dose-only effect, or another doubt; inactive = no such curve, though single readings can be large; an effect the other way counts as inactive or inconclusive. These rows are one share of the data; rates above refer to the full screens.

SMILES	RORg inh	PKM2 act	ELG1 genotoxic	BRCA1 expr up	Menin-MLL TR inh	VP16 counter	NPC1 prom act	p53 reactivator	Giardia kill	FLuc modulator	Rab9 promoter act
CCOc1ccc(C2C=C(c3ccc(C)cc3)Nc3ncnn32)cc1 (configuration not stated)	11µM*	-7%	0%	.	-2%	-6%	19%	-4%	.	-7%	23%
C=C(C)C(=O)N1CC2(CC(c3cccc(NC(=O)CC(c4ccccc4)c4ccccc4)c3)=NO2)C[C@H]1C(N)=O (some centres not stated)	-7%	-5%	-5%	-6%	.	-21%	-1%	-2%	-8	2%	0%
COc1ccccc1NC(=O)C1=C(C)Nc2nc(-c3cccs3)nn2C1c1cccc(O)c1 (configuration not stated)	40%	1%	-11%	-57%	41%[activator]	-3%	-2%	-23%	3	2%	-3%
Cc1nc2ccccc2c(=O)n1/N=C/c1ccccc1OC(F)F	0%	.	-4%	13%	?	-6%	-3%	-8%	11	-17%	0%
Cc1cccc(NC(=O)c2cc(Cl)nc3ccccc23)c1	-5%	4%	-4%	-39%	24%	1%	4%	0%	4	1%	3%
O=C(CSc1nnc(-c2cccnc2)s1)Nc1cccc(C(=O)O)c1	-4%	-13%	2%	-22%	-12%	?	10%	17%	-17	-5%	0%
COc1ccc(C2(CNC(=O)C(c3ccccc3)c3ccccc3)CCOCC2)cc1OC	21%	4%	-3%	0%	-3%	17%	-2%	-2%	2	-5%	0%
O=C(CSc1n[nH]c(=O)n1Cc1ccco1)Nc1ccccc1	6%	-1%	0%	-3%	.	7%	2%	-6%	15	2%	13%
COc1ccc(OC)c(CN2CCN(C(=O)c3cccc(S(=O)(=O)Nc4ccccc4OC)c3)CC2)c1	.	.	-8%	-16%	.	.	0%	-2%	-2	0%	4%
O=C(CNS(=O)(=O)c1cccc(C(F)(F)F)c1)Nc1ccccc1F	2%	-6%	-3%	4%	-5%	6%	-2%	-3%	-7	1%	-7%
O=C(NCCCn1ccnc1)C(=O)NCc1ccc(Cl)cc1	-18%	4%	-3%	-47%	-2%	0%	-5%	-3%	-5	0%	1%
CCOC(=O)N1CCN(C(=O)C(CC(C)C)NS(=O)(=O)c2ccc3c(c2)oc(=O)n3C)CC1 (configuration not stated)	-12%	-4%	1%	6%	2%	11%	0%	1%	7	1%	-1%
Cc1c(C)c2ccc(OCC(=O)N3CCN(c4ccccc4)CC3)cc2oc1=O	-2%	0%	-3%	-27%	-10%	-10%	3%	-12%	14	?	1%
CCOC(=O)c1[nH]c2ccc(OC)cc2c1NC(=S)N1CCN(c2cccc(Cl)c2)CC1	-37%	2%	1%	-43%	17%	?	-5%	14%	36[activator]	11%	2%
CCNC(=O)C1CC(=O)OC12CCCCC2 (configuration not stated)	21%	4%	0%	32%	-12%	6%	3%	6%	19	7%	2%
Cn1c(N2C(=O)CC(Cc3ccccc3)C2=O)nc2ccccc21 (configuration not stated)	?	9%	-1%	7%	-20%	-17%	2%	-5%	-25	1%	1%
O=C(CN1C(=O)c2cccc3cccc1c23)NCc1cccnc1	18%	-2%	-3%	-1%	-3%	16%	6%	-1%	3	-1%	0%
O=C(Nc1ccc(Br)cc1)c1cccc(N2C(=O)C3C4CCC(C4)C3C2=O)c1 (configuration not stated)	?	-3%	-3%	-35%	?	-1%	-1%	0%	9	?	0%
CCC(CC)NC(=O)c1ccc2c(c1)OCCO2	5%	3%	5%	9%	.	12%	0%	0%	-9	-8%	0%
O=C(Nc1ccc(Br)cc1F)c1ccc2c(c1)N(Cc1ccccc1)C(=O)CS2=O (configuration not stated)	43%	3%	0%	-39%	7%	7%	-2%	3%	-6	0%	-1%
CCC(C)c1ccc(C(C)NC(=S)NCc2ccc(F)cc2)cc1 (configuration not stated)	2.8µM*	8%	-21%	-57%	11%	5µM*	-5%	-4%	-9	-1%	-3%
CC1(C)NC(=O)N(CC(O)COc2ccc(-c3ccccc3)cc2)C1=O (configuration not stated)	18%	-4%	1%	-4%	-12%	-5%	11%	6%	13	-1%	-8%
CC(C)n1cnc2c(oc3ccccc32)c1=O	-6%	.	14%	-3%	-14%	25%	7%	8%	-5	17µM*	11%
Cc1ccccc1CSc1nsc(N)n1	2%	6%	4%	27%	5%	2%	17%	1%	-9	-17%	16%
COc1ccc2occ(C(=O)c3coc4ccc(O)c(CN(C)C)c34)c2c1	-5%	?	-4%	-46%	2%	?	-3%	16%	25	-5%	0%
SMILES	RORg inh	PKM2 act	ELG1 genotoxic	BRCA1 expr up	Menin-MLL TR inh	VP16 counter	NPC1 prom act	p53 reactivator	Giardia kill	FLuc modulator	Rab9 promoter act
COC(=O)c1ccc(N2CCN(c3ccccc3)CC2)c(N)c1	10%	.	2%	13%	4%	14%	?	6%	-15	?	0%[1.84 µM]
COc1cccc(NC(=O)C(=O)NCCc2ccc(F)cc2)c1	13%	-1%	14%	-7%	.	?	7%	8%	-26	?	16%
CCn1c(SCc2ccc(Cl)c(Cl)c2)nnc1C(C)NC(=O)c1ccc(OC)cc1 (configuration not stated)	-16%[10 µM]	0%	0%	-3%	2%	-2%	0%	0%	-28	-1%	-5%
CC(=O)c1ccc(NC(=O)Nc2ccc(Br)cc2C)cc1	-1%	1%	-7%	-20%	?	2%	1%	-1%	5	1%	-2%
CCOC(=O)[C@H]1[C@H]2COc3ccc(C)cc3[C@@H]2N2C(=O)c3cc(F)ccc3NC(=O)[C@@]12C	.	.	-2%	-15%	.	.	-3%	-16%	19	4%	-1%
COc1ccc(C(=O)N2CCN(c3ccc(NC(=O)c4cccnc4)cc3)CC2)cc1	10%	-1%	-20%	0%	2%	6%	0%	-11%	16	0%	-1%
O=C(NCCc1ccccc1)c1ccc2nc3cc(Cl)ccc3c(=O)n2c1	-8%	.	1%	8%	?	6%	3%	3%	19	0%	-4%
N#Cc1ccccc1Sc1ccccc1C(=O)OCc1nnc(-c2ccccc2)o1	-31%	6%	7%	1%	23%	1%	-2%	13%	2	?	-2%
S=c1nc(-c2ccccc2)c(-c2ccccc2)n[nH]1	8.9µM*	-2%	-4%	-3%	5%	-20%	-7%	5%	11	-3%	-1%[1.84 µM]
COc1ccc(-c2[nH]ncc2CN2CCN(c3ccccn3)CC2)c(OC)c1	1%	-6%	-2%	-3%	3%	4%	-1%	-1%	2	0%	0%
CCOC(=O)c1cnc(-n2nc(C)cc2C)nc1N1CCOCC1	10%	0%	0%	7%	-8%	11µM*	3%	6%	13	-9%	12%
CCOC(=O)N1CCN(c2cc(N(C)CCO)c([N+](=O)[O-])c3nonc23)CC1	-6%	4%	-11%	-1%	3%	-5%	-4%	-6%	9	-1%	-2%
Cc1cccc2sc(NC(=O)CCn3cccc3)nc12	?	2%	6%	-3%	?	17%	3%	1%	-4	-17%	20%
CCOc1ccc(NC(=O)NCCCSC2CCCCC2)cc1	3%	-4%	-2%	1%	12%	-12%	-2%	-7%	25	6%	1%
COc1ccccc1CC(=O)NNS(=O)(=O)c1cccc([N+](=O)[O-])c1	0%	.	-3%	22%	.	2%	-3%	3%	-1	-4%	2%
COc1ccc(N/C=C(\C#N)S(=O)(=O)c2ccc(OC)cc2)cc1	27%	.	-1%	-14%	0%	-1%	-3%	0%	-16	0%	1%
COc1cc(/C=C/C(=O)OCC(=O)Nc2c(C)n(C)n(-c3ccccc3)c2=O)ccc1OCC#N	0%	0%	-1%	-5%	0%	-1%	-2%	1%	9	-2%	-2%
O=C(O)CN1C(=O)C2C3CC(C2C1=O)C1C(c2ccc(F)cc2)c2sc(=O)[nH]c2SC31 (configuration not stated)	-5%	-5%	0%	5%	-2%	-1%	-4%	0%	-15	-13%	3%
CC(/C=N/NC(=O)c1cc(-c2ccncc2)nc2ccccc12)=C\c1ccco1	0%	?	2%	-104%[inhibitor]	17%	29%	-7%	10%	22	-15%	-9%
O=C(N/N=C/C=C\c1ccccc1[N+](=O)[O-])c1cc(-c2ccc3ccccc3c2)n[nH]1	3.2µM*	-1%	?	-36%	18%	4.5µM*	-8%	-8%	-18	0%	-11%
CCCc1cc(=O)oc2cc(Oc3ncccn3)ccc12	?	-3%	?	64%	12%	14%	15%	13%	0	-9%	16%
COc1ccc(S(=O)(=O)N2CCCCCC2)cc1C(=O)NCCc1ccc(F)cc1	.	.	-2%	-31%	.	.	-3%	-2%	7	-1%	-1%

Bioassay records from PubChem BioAssay.
